Assay outcomes deposited in PubChem by several laboratories.
CSN inh = inhibitors of CSN-mediated cullin deneddylation, primary screen, biochemical, fluorescence polarization, uHTS. COP9 signalosome complex subunit 5 (Homo sapiens), Q92905. Purified CSN, SCF-Nedd8-OG deneddylation. inhibition, % at 12.5 µM. hit rate 0.38% among 360,000;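 active means pattern-corrected inhibition above about 35%, with an unprinted fluorescence ratio check between 0.5 and 1.5, limit read from the data, passing the limit was not always enough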;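 further: 0% = enzyme with substrate and 100% = substrate without enzyme; some results filed as inactive read as strong as hits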
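Assay system: purified human Csn5 enzyme expressed in HEK293T cells; Input: 0.24 nM Csn5 enzyme, final concentration; Reagent: 10 nM SCFSkp2-Nedd8OG; Compound dosing: 12.5 µM single point; Times: reaction 90 min, room temperature; Technique: fluorescence polarization readout.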
MT1-MMP act inh = blockers of MT1-MMP proenzyme processing, primary screen, HT1080 RFP-PRO-GFP cells, GFP/RFP fluorescence. Matrix metalloproteinase-14 (Homo sapiens), P50281. GFP/RFP ratio change, % at 20 µM. hit rate 0.061% among 360,000. GFP/RFP ratio fluorescence, overnight; percent of plate control window, DMSO zero;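 active means GFP/RFP ratio change of at least 30% with cell ATP level not reduced by more than half and red fluorescence within 50% of control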; further: strong numbers were not always called active
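Compound: 20 µM single dose, 1% DMSO / System: HT1080 RFP-PRO-GFP cells / Controls: DMSO and RFP-L50D-GFP cell wells / Read-out basis: GFP/RFP fluorescence ratio / Schedule: overnight compound exposure at 37 °C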
Rin1 Abl inh = inhibitors of Rin1-Abl protein binding, primary screen, biochemical, TR-FRET. Tyrosine-protein kinase ABL1 (Homo sapiens) + Ras and Rab interactor 1 (Homo sapiens), …. inhibition, % at 7.35 µM. hit rate 0.4% among 360,000. AID 588664, 2011; in the data active means inhibition above about 5%, passing the limit was not always enough
FAS-TE inh = FAS thioesterase domain inhibitors, primary screen, biochemical, fluorescence intensity, uHTS. Fatty acid synthase (Homo sapiens), P49327. recombinant FAS-TE, OMFH fluorogenic substrate, fluorescence endpoint. inhibition, % at 15 µM. hit rate 0.67% among 360,000. AID 602261, 2012;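 active means compounds whose normalised, plate-corrected inhibition of enzyme fluorescence in the single-dose primary screen is 50% or more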;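 further: 0% = DMSO with enzyme and 100% = substrate without enzyme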
eLon inh = inhibitors of E. coli Lon protease, primary screen, biochemical, fluorescence polarization. purified E. coli Lon protease. inhibition, % at 7.94 µM. hit rate 0.42% among 360,000. AID 602123, 2011; in the data active means inhibition above about 13%, passing the limit was not always enough;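 further: 0% = enzyme with probe and DMSO and 100% = no enzyme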
Target sequence (P0A9M0 whole entry, looked up): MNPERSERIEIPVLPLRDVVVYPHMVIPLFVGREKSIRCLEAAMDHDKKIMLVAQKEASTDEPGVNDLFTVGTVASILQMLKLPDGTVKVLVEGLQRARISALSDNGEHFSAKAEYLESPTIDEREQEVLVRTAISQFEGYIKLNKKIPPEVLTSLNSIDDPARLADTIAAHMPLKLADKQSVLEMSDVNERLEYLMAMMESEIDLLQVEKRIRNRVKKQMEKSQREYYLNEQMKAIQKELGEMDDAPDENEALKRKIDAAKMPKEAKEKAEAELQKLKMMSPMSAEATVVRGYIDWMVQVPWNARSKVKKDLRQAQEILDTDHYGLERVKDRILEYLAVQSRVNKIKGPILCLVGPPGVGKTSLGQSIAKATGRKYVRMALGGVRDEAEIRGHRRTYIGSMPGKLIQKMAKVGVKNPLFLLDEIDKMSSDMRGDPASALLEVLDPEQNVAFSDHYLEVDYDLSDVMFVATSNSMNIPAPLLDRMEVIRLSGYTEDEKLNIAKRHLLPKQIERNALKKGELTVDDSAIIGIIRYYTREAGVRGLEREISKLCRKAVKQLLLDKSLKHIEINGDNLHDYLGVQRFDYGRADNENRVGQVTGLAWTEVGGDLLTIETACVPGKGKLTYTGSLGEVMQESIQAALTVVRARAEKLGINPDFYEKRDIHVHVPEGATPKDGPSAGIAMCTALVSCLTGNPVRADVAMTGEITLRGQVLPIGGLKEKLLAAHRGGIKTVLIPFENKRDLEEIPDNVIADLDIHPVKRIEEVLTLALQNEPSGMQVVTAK
Rpn11 block = Rpn11 (PSMD14) deubiquitinase inhibitors, primary screen, biochemical, fluorescence polarization, uHTS; hit rate 0.59% among 360,000; 26S proteasome non-ATPase regulatory subunit 14 (Homo sapiens), O00487; calls only at 20 µM; AID 588493, 2011; human 26S proteasome, Ub4-pepOG fluorescence polarization; 20S core pre-blocked with epoxomicin;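 active means inhibition at 20 µM, scaled to each plate's controls, above about 33%, limit read from the data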
Target sequence (O00487 whole entry, looked up): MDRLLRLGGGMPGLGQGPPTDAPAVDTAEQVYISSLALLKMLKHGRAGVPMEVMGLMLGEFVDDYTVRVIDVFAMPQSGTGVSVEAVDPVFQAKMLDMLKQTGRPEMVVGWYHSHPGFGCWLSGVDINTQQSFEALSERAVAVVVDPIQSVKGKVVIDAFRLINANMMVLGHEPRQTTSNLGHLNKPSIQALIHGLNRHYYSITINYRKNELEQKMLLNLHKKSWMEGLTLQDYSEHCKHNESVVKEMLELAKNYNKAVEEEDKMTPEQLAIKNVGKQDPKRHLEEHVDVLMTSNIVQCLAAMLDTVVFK
MsrA act = bovine MsrA enzyme activators, primary screen, biochemical, absorbance, HTS; Methionine sulfoxide reductase A (Bos taurus); purified bovine MsrA, absorbance read-out; activation, % at 10.6 µM; hit rate 0.3% among 360,000; AID 602163, 2012; in the data active means activation above about 7.5%;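 further: 0% = vehicle and 100% = reference activator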
PABP1 MLLE inh = inhibitors of PABP1 MLLE–PAM2 peptide binding, primary screen, biochemical, fluorescence polarization, FITC-PAM2, GST-MLLE; inhibition, % at 20 µM; hit rate 0.36% among 360,000; AID 588489, 2011; in the data active means inhibition above about 35%, passing the limit was not always enough;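 further: plate controls were DMSO wells with GST-MLLE for no effect and wells lacking GST-MLLE protein for full effect; some results filed as inactive read as strong as hits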
MsrA inh = bovine MsrA enzyme inhibitors, primary screen, biochemical, absorbance, HTS; Methionine sulfoxide reductase A (Bos taurus); purified bovine MsrA, absorbance read-out; inhibition, % at 15.5 µM; hit rate 0.75% among 360,000; in the data active means inhibition above about 4.5%;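 further: 0% = vehicle wells with enzyme and 100% = reference inhibitor wells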
* marks the source's active call; other numbers are inactive results; i = inactive; nt = no result given; + = active, no number.

no.	canonical_smiles	CSN inh	MT1-MMP act inh	Rin1 Abl inh	FAS-TE inh	eLon inh	Rpn11 block	MsrA act	PABP1 MLLE inh	MsrA inh
1	CCCCC[C@H](O)/C=C/[C@@H]1[C@@H](CCCCCCC(=O)O)[C@@H](O)C[C@H]1O	0	3	-1	-4	-4	i	-2	8	nt
2	CC(=O)c1cccc(N2C(=NC(=O)C3CC3)SC3CS(=O)(=O)CC32)c1 (stereo not given)	3	3	1	-6	-8	i	-13	-2	-0.5
3	COc1ccc(/C=N/NC(=O)Cc2n[nH]c(=O)[nH]c2=O)cc1	0	5	-2	-6	10	i	-7	-3	-0.1
4	CCC(CO)Oc1cc(NCc2ccc(C)c(C)c2)c2ncn(C(C)C)c2c1 (stereo not given)	-1	5	-1	2	8	i	-1	7	-0.7
5	O=C(O)c1ccccc1C1c2ccccc2Oc2ccccc21	-2	-7	3	-1	5	i	-5	0	-0.3
6	OCC[C@@H]1C[C@H](O)[C@@H](O)[C@]2(OCCc3cc(C(F)(F)F)ccc32)O1	1	0	-2	-4	1	i	0	4	0.4
7	C=CC[C@@H](CC(=O)N[C@@H](CO)Cc1ccccc1)C(=O)NCCOC(=O)[C@@H](CC=C)Cc1ccc(F)cc1	-2	0	-2	-5	-4	i	-2	-4	-1.9
8	COc1ccc(N/C=C2/Sc3ccccc3NC2=O)cc1	-1	5	3	2	-9	i	-4	28	1.2
9	CC(=O)OCC1OC(n2c(-c3ccc(Cl)cc3)ccc(C#N)c2=S)C(OC(C)=O)C(OC(C)=O)C1OC(C)=O (stereo not given)	12	-7	2	-9	-17	+	-2	-54	-0.5
10	CC12CCC(c3c(C(=O)O)nn(-c4ccc(F)cc4)c31)C2(C)C (stereo not given)	-1	7	-1	-5	4	i	-2	4	-1.2
11	Cc1ccc(NCc2nnc(SCC(=O)N3CCCc4ccccc43)o2)c(C)c1	2	-7	2	13	-7	i	-7	-7	0.6
12	O=C(NNC(=O)c1cc(Cl)ccc1O)c1cccs1	-1	4	-2	3	5	i	-4	-2	2.1
13	Cc1ccc(S(=O)(=O)N2CCOCC2)cc1C(=O)c1nccn1C	-8	0	0	-4	10	i	-4	11	-0.7
14	COC(=O)c1nn(-c2ccc3c(c2)OCO3)cc1O	4	1	-5	-6	8	i	-3	10	0.8
15	O=C(CCCCCNc1nc(=S)[nH]c2ccccc12)NCCC1=CCCCC1	-1	3	-3	-4	0	i	-2	-104	0.4
16	O=C(Nc1cccc(-c2cccc(Cl)c2)c1)C1CCN(CC2CCOC2)CC1 (stereo not given)	-1	5	-1	-4	1	i	-2	-9	-0.7
17	COc1cccc(C2C(C#N)=C(N)Oc3cc(C)oc(=O)c32)c1OC (stereo not given)	3	-19	1	1	6	i	-3	-2	-0.7
18	Cc1occc1-c1nnc(SCC(=O)Nc2ccccc2)n1Cc1ccccc1	-2	-2	2	10	-7	i	-2	-15	0.5
19	CNS(=O)(=O)c1cn(CC(=O)NCc2ccc(N(C)C)cc2)cc1S(=O)(=O)NC	3	2	1	-4	1	i	-2	3	-0.3
20	CCn1ccnc1CNCc1ccc(OCC(O)CN(C)Cc2ccccc2)cc1 (stereo not given)	-1	0	4	-2	-13	i	-2	1	0.8

Record cards (already shown). Values in the order: CSN inh, MT1-MMP act inh, Rin1 Abl inh, FAS-TE inh, eLon inh, Rpn11 block, MsrA act, PABP1 MLLE inh, MsrA inh
Results for Cc1ccc(NCc2nnc(SCC(=O)N3CCCc4ccccc43)o2)c(C)c1 : 2, -7, 2, 13, -7, i, -7, -7, 0.6
Results for CCCCC[C@H](O)/C=C/[C@@H]1[C@@H](CCCCCCC(=O)O)[C@@H](O)C[C@H]1O : 0, 3, -1, -4, -4, i, -2, 8, nt
Results for COc1ccc(N/C=C2/Sc3ccccc3NC2=O)cc1 : -1, 5, 3, 2, -9, i, -4, 28, 1.2

Remaining list, next part:
no.	canonical_smiles	CSN inh	MT1-MMP act inh	Rin1 Abl inh	FAS-TE inh	eLon inh	Rpn11 block	MsrA act	PABP1 MLLE inh	MsrA inh
21	Cc1ccc(NC2CCCN(C(=O)C3CCCC3)C2)cc1C (stereo not given)	4	-4	-1	-1	2	i	-3	2	1.3
22	CCCCC(=O)NC(=S)Nc1ccc(NC(=O)C(C)C)c(OC)c1	-1	2	-8	-1	-5	i	-3	20	-0.5
23	CC(C)(C)NCC(O)COc1ccccc1C1CCCC1 (stereo not given)	-6	-1	-1	-1	-7	i	-4	-6	-1.5
24	O=C(Nc1ccc2c(c1)nc1n2CCN(Cc2ccccc2)C1)c1cccs1	4	3	0	-6	-20	i	-3	-30	0.5
25	COC(=O)C1=C(C)N(Cc2ccccc2)C(=NCC(C)C)N[C@H]1c1cccc(F)c1	4	-8	3	-12	-7	i	-6	-120	0.3
26	CCc1cc2ccccc2nc1SCC(=O)NC1CCCC1	-3	-3	-6	8	0	i	-2	2	-0.7
27	Cc1cc(=O)oc2c(CN3CCCC3)c(O)c(Cl)cc12	-3	-1	2	0	1	i	-3	12	4.0
28	CN(Cc1ccc(Cl)c(Cl)c1)C(=O)CN1C(=O)NC2(CCCC2)C1=O	2	-1	-1	-5	-13	i	-3	-6	-0.9
29	CC(=O)CN1C(=O)NC2(CCCc3ccccc32)C1=O (stereo not given)	3	1	1	-2	-3	i	-1	5	0.7
30	OC1(c2ccccc2)CN(c2ccccc2)C2=[N+]1CCS2 (stereo not given)	3	-4	-3	-9	-4	i	-2	23	-0.4
31	CC1Cc2nc(SCC(=O)Nc3nccs3)n(C)c(=O)c2S1 (stereo not given)	0	1	2	1	6	i	-1	25	0.6
32	CCC(CO)Oc1cc(NCc2ccccc2F)c2ncn(C(C)C)c2c1 (stereo not given)	3	1	-1	-4	-4	i	-2	6	0.2
33	CC(OC(=O)CNC(=O)c1ccc2ccccc2c1)C(=O)N(C)C1CCCCC1 (stereo not given)	-3	-2	1	-1	-10	i	-1	15	-0.5
34	COc1ccc(N2CCN(C(=O)CSc3ccccc3N)CC2)cc1	6	-4	0	-7	0	i	-2	25	0.7
35	Cc1ccc2nc(C3CCCCC3)c(CC(C)(C)C)n2c1	-2	-5	1	9	-7	i	-8	-6	-0.3
36	CC(=O)OCCc1c2ccccc2c(CCCN(C)C)c2ccccc12	71*	-3	-2	-6	-1	i	-3	1	-1.2
37	C[C@H](CO)N1C[C@H](C)[C@H](CN(C)Cc2ccccc2)Oc2ccc(NC(=O)Nc3ccc(F)cc3)cc2C1=O	1	14	2	1	-1	i	-1	-1	0.2
38	CCN(CC(=O)Nc1cccc(S(=O)(=O)N(C)c2ccccc2)c1)Cc1ccccc1	-1	0	1	24	0	i	-2	4	0.5
39	Cc1ccc(-n2nc(C)c3c2OC(N)=C(C#N)C3c2ccccc2F)cc1 (stereo not given)	0	-1	1	-2	-4	i	-3	7	0.2
40	COc1cccc(C(=O)NNC(=O)C(=O)Nc2ccc(OC)cc2OC)c1	1	4	3	-5	8	i	-4	-2	2.3

no.	canonical_smiles	CSN inh	MT1-MMP act inh	Rin1 Abl inh	FAS-TE inh	eLon inh	Rpn11 block	MsrA act	PABP1 MLLE inh	MsrA inh
41	Cc1cc(NC(=O)C2C3C(=O)N(c4cccnc4)C(C(=O)NC(C)(C)C)C34C=CC2(C)O4)no1 (stereo not given)	2	3	-1	-6	0	i	-4	-13	0.7
42	CC(C)c1ccc(O)c(=O)cc1	-6	6	-2	11	3	i	0	4	0.4
43	Cc1ccc(N(C(=O)Cn2nnc(-c3cccs3)n2)C(C(=O)NC2CCCC2)c2ccncc2)cc1 (stereo not given)	1	2	-4	-7	-10	i	-3	14	-1.2
44	COc1ccc(CNC(=O)N[C@@H](CC(C)C)C(=O)O)cc1OC	-1	-1	-1	-4	-7	i	-1	9	-0.1
45	O=c1nc2n(c3ncccc13)CCCCC2	7	-2	2	-2	9	i	-1	23	-1.3
46	O=C(Nc1c2c(nn1-c1ccccc1)CS(=O)(=O)C2)c1cccs1	1	-3	1	-7	0	i	-10	-10	0.0
47	Nn1c(SCC(=O)Nc2ccccc2F)nc2ccccc2c1=O	-2	2	0	-1	-6	i	-9	19	-0.2
48	Cc1ccc2nc(-c3ccc(SCC(=O)Nc4ccc5c(c4)OCCO5)nc3)[nH]c2c1	1	7	0	-3	-8	i	0	-10	2.1
49	Cn1c(=O)c(C(=O)CSc2nncs2)c(N)n(Cc2ccccc2)c1=O	-1	0	5	-9	-8	i	-1	-23	0.6
50	Oc1c(C(c2ccccc2)N2CCOCC2)ccc2ccccc12 (stereo not given)	7	-8	0	8	8	i	-4	28	0.3
51	O=S(=O)(c1ccccc1)C1CC1(c1ccccc1)c1ccccc1 (stereo not given)	-3	4	6	20	6	i	-2	-6	0.0
52	CN(C)/C=C1/NC(=S)NC1=O	-6	2	-1	-2	-2	i	-3	24	5.5*
53	CCOC(=O)c1ccc(Nc2nnc3nc(C)cc(C)n23)cc1	-2	14	-1	-3	1	i	0	11	-0.7
54	COCCN(CCOC)c1nc(-c2ccccc2)nc2ccccc12	2	-9	-5	12	4	i	-3	4	1.1
55	O=C(Nc1ccc(C(F)(F)F)cc1)c1ccccc1	3	6	2	-1	-4	i	-1	1	0.2
56	CCOC(=O)c1[nH]c(C)c(/C(O)=C2\C(=O)C(=O)N(CCN(C)C)C2c2cccc(OC)c2OC)c1C (stereo not given)	-3	0	1	-8	-11	i	-3	9	2.8

Some of these compounds in order of formula weight, lowest first:
no.	canonical_smiles	CSN inh	MT1-MMP act inh	Rin1 Abl inh	FAS-TE inh	eLon inh	Rpn11 block	MsrA act	PABP1 MLLE inh	MsrA inh
8	COc1ccc(N/C=C2/Sc3ccccc3NC2=O)cc1	-1	5	3	2	-9	i	-4	28	1.2
13	Cc1ccc(S(=O)(=O)N2CCOCC2)cc1C(=O)c1nccn1C	-8	0	0	-4	10	i	-4	11	-0.7
1	CCCCC[C@H](O)/C=C/[C@@H]1[C@@H](CCCCCCC(=O)O)[C@@H](O)C[C@H]1O	0	3	-1	-4	-4	i	-2	8	nt
15	O=C(CCCCCNc1nc(=S)[nH]c2ccccc12)NCCC1=CCCCC1	-1	3	-3	-4	0	i	-2	-104	0.4
19	CNS(=O)(=O)c1cn(CC(=O)NCc2ccc(N(C)C)cc2)cc1S(=O)(=O)NC	3	2	1	-4	1	i	-2	3	-0.3
7	C=CC[C@@H](CC(=O)N[C@@H](CO)Cc1ccccc1)C(=O)NCCOC(=O)[C@@H](CC=C)Cc1ccc(F)cc1	-2	0	-2	-5	-4	i	-2	-4	-1.9
